# AID2073 – inhibitors of Mint1-CaV2.2 protein interaction, biochemical, HTRF (AID 2073) | HTRF protein-protein interaction, Mint1-CaV2.2; higher % means a stronger effect | one-dose inhibition, % at 20 µM; IC50 in µM for titrated hits | actives 0.19% (n = 290,000); in the data active = inhibition mostly above about 51%, no sharp cut-off; note: some results filed as inactive read as strong as hits
# NS5 inhibitors – Dengue-2 NS5 methyltransferase inhibitors, primary screen, biochemical, confirmation dose response (AID 588689). actives 0.3% (n = 340,000). Dengue-2 NS5 methyltransferase capping enzyme assay, biochemical; higher % means a stronger effect. one-dose inhibition, % at 25 µM; IC50 in µM for titrated hits; in the data active = a potency from the dose series
# West Nile antiviral – inhibition of WNV-induced cytopathic effect – cell-based, CPE readout (AID 1621); West Nile virus-infected cells, CPE inhibition; higher % means a stronger effect; actives 0.02% (n = 290,000); CPE inhibition, % at 10 µM, or IC50 in µM where a hit was titrated; in the data active = a potency from the dose series; note: strong numbers were not always called active
# NOD1 inhibition – inhibition of NOD1-driven NF-kB reporter – cell-based, luminescence, uHTS, primary screen (AID 1578). NOD1-driven NF-kB luciferase reporter cells, luminescence; higher % means a stronger effect. one-dose inhibition, % at 4 µM; EC50 in µM for titrated hits. actives 1% (n = 290,000); in the data active = inhibition mostly above about 36%, no sharp cut-off; inactive = mostly below about 34%;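 note: HEK-293T reporter cells stimulated with the NOD1 agonist gamma-tri-DAP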
# HEK293 NOD2/NF-kB – inhibition of NOD2-driven NF-kB reporter – cell-based, luminescence, uHTS, HEK293 (AID 1566); HEK293 NOD2/NF-kB luciferase reporter, luminescence; higher % means a stronger effect; one-dose inhibition, % at 4 µM; EC50 in µM for titrated hits; actives 0.63% (n = 290,000); note: many of its hits are not listed in these tables
# KOR beta-arrestin-1 – KOR agonists, beta-arrestin recruitment, primary screen, cell-based, luminescence, uHTS (AID 1777); activation, % at 10 µM; hits with a dose series show EC50 in µM; KOR beta-arrestin recruitment, luminescence; higher % means a stronger effect; actives 0.02% (n = 280,000); in the data active = activation above about 50%, passing the limit was not always enough; note: a part of the inactive calls stands beside numbers as strong as those of hits
# Yfh1-off respiration – mitochondrial function rescue without frataxin homolog – Friedreich's ataxia, plus single-dose screen, dose response (AID 1465). S. cerevisiae Yfh1-off respiration, WST-1 reduction, 72 h; higher fold induction means a stronger effect. fold induction at 50 µM; hits with a dose series show EC50 in µM. actives 0.074% (n = 220,000);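 active = fold induction of absorbance versus untreated yeast above a set limit, then at least 30% activation at any dose in follow-up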;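 note: activators that raise dye reduction in frataxin-depleted yeast; strong numbers were not always called active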
# KOR beta-arrestin-2 – kappa opioid receptor blockers – cell-based, luminescence, uHTS (AID 1778); inhibition, % at 10 µM, or IC50 in µM where a hit was titrated; KOR beta-arrestin recruitment, luminescence, antagonist mode; higher % means a stronger effect; actives 0.091% (n = 290,000); note: strong numbers were not always called active
# HIV fusion peptide – cell-free HIV fusion peptide-binding blockers – biochemical, uHTS, fluorescence dequenching, primary screen (AID 1986); cell-free peptide binding, fluorescence dequenching, 30 min; higher % means a stronger effect; inhibition, % at 20 µM; hits with a dose series show IC50 in µM; actives 0.3% (n = 290,000); in the data active = inhibition mostly above about 52%, no sharp cut-off; inactive = mostly below about 76%; note: some results filed as inactive read as strong as hits
# NS5 inhibitors pilot replicate – further read-out of NS5 inhibitors, marked with its call; inhibition, %; measured here: pilot screen replicate inhibition
# * marks the source's active call; other numbers are inactive results; i = inactive; x = no result given; [ ] = another dose, or the depositor's remark. Cut-off read from the data, not from the text of the source, unless noted: active = inhibition above about 50%; inactive = the rest. A portion of the library; count on the stated rates, not on these rows.
SMILES,AID2073,NS5 inhibitors,West Nile antiviral,NOD1 inhibition,HEK293 NOD2/NF-kB,KOR beta-arrestin-1,Yfh1-off respiration,KOR beta-arrestin-2,HIV fusion peptide,others
CN(Cc1c(C(=O)N/N=C/c2cccc(F)c2)nnn1-c1nonc1N)c1ccccc1,-1.0%,4.5%,-0.2%,-6.8%,8.7%,-2.2%,x,-0.3%,0.6%,
CCN1C(=O)/C(=C/c2ccc(C)s2)SC1=Nc1ccc(OC)cc1,6.7%,-0.5%,0.1%,-7.2%,-13.3%,1.9%,i,4.5%,-0.4%,
CCCN1C(=O)C(NS(=O)(=O)c2ccc(N)cc2)(C(F)(F)F)C(C(=O)OC)=C1C (configuration not stated),7.9%,-5.4%,0.6%,-5.9%,-23.0%,3.2%,i,-2.8%,1.9%,
O=c1c2c(nc3c(-c4ccccc4)c[nH]n13)CCCC2,12.0%,-2.2%,0.5%,-21.9%,8.2%,0.6%,i,2.3%,-1.8%,
CCCCN(CC)C(=O)CN1C(=O)c2ccccc2C1=O,-4.2%,-13.2%,0.0%,-17.9%,2.2%,-4.3%,i,13.9%,1.1%,
Cc1ccc(C)c(N=Cc2c(O)c3ccccc3oc2=O)c1,42.2%,-17.5%,-0.5%,33.7%,11.9%,7.3%,x,-39.3%[20 µM],1.1%,
O=C(COC(=O)/C=C/c1ccc(OC(F)F)cc1)NCCN1C(=O)CSC1=O,4.6%,-4.4%,0.4%,-25.9%,12.6%,-4.0%,i,2.9%,-1.0%,
NC(=S)N/N=C/c1coc2cc(Cl)ccc2c1=O,6.7%,1.3%,-0.1%,-4.7%,-15.4%,-2.4%,i,-22.7%,6.6%,
CC(C)Nc1nc(Cl)nc(NCCOc2ccccc2)n1,18.1%,-11.7%,-1.1%,-34.2%,-11.6%,-4.5%,i,-9.1%,-1.9%,
CCN(CC)CCOc1nnc(-c2ccc(OC)cc2)c2ccccc12,10.7%,0.7%,-0.8%,-3.8%,6.7%,-0.1%,x,20.9%,0.9%,
Cc1ccc(S(=O)(=O)N/N=C/c2c(C)nn(-c3ccccc3)c2C)cc1,-4.8%,-5.6%,0.3%,-4.1%,2.5%,-6.3%,i,-13.7%,-2.0%,
O=C(NCCCN1CCN(c2cccc(Cl)c2)CC1)c1cccc(N2CCCC2=O)c1,5.8%,-2.0%,-0.3%,-29.1%,-1.2%,-2.3%,i,12.0%,-1.0%,
CCN(CC)C(=O)COc1cc(C)cc2oc(=O)cc(-c3ccccc3)c12,4.7%,-2.2%,0.9%,13.5%,-1.8%,0.1%,i,19.4%,-3.4%,
Cc1ccccc1NS(=O)(=O)c1cc(C(=O)Nc2cccc(N(C)S(C)(=O)=O)c2)ccc1C,4.4%,-4.8%,-0.4%,x,7.8%,-0.8%,i,-24.0%,-1.0%,
O=C(COC(=O)c1cc(S(=O)(=O)Nc2ccccc2Cl)ccc1O)Nc1nc2ccccc2s1,14.3%,2.2%,0.5%,10.2%,-10.5%,-1.9%,i,6.9%,17.1%,

# Arranged by heavy-atom count (smallest number first): part of the list above
SMILES,AID2073,NS5 inhibitors,West Nile antiviral,NOD1 inhibition,HEK293 NOD2/NF-kB,KOR beta-arrestin-1,Yfh1-off respiration,KOR beta-arrestin-2,HIV fusion peptide,others
Cc1ccc(S(=O)(=O)N/N=C/c2c(C)nn(-c3ccccc3)c2C)cc1,-4.8%,-5.6%,0.3%,-4.1%,2.5%,-6.3%,i,-13.7%,-2.0%,
CN(Cc1c(C(=O)N/N=C/c2cccc(F)c2)nnn1-c1nonc1N)c1ccccc1,-1.0%,4.5%,-0.2%,-6.8%,8.7%,-2.2%,x,-0.3%,0.6%,
Cc1ccccc1NS(=O)(=O)c1cc(C(=O)Nc2cccc(N(C)S(C)(=O)=O)c2)ccc1C,4.4%,-4.8%,-0.4%,x,7.8%,-0.8%,i,-24.0%,-1.0%,

# Of the compounds above, 2 have an aryl methoxy group.
SMILES,AID2073,NS5 inhibitors,West Nile antiviral,NOD1 inhibition,HEK293 NOD2/NF-kB,KOR beta-arrestin-1,Yfh1-off respiration,KOR beta-arrestin-2,HIV fusion peptide,others
CCN1C(=O)/C(=C/c2ccc(C)s2)SC1=Nc1ccc(OC)cc1,6.7%,-0.5%,0.1%,-7.2%,-13.3%,1.9%,i,4.5%,-0.4%,
CCN(CC)CCOc1nnc(-c2ccc(OC)cc2)c2ccccc12,10.7%,0.7%,-0.8%,-3.8%,6.7%,-0.1%,x,20.9%,0.9%,

# (list continues)
SMILES,AID2073,NS5 inhibitors,West Nile antiviral,NOD1 inhibition,HEK293 NOD2/NF-kB,KOR beta-arrestin-1,Yfh1-off respiration,KOR beta-arrestin-2,HIV fusion peptide,others
O=C(CCCOc1ccc(Cl)cc1Cl)Nc1cccnc1,0.9%,-2.8%,x,8.0%,10.9%,-1.5%,x,3.2%,-2.1%,
Cc1ccc(N(CC(=O)NCCc2ccccc2)C(=O)CCC(=O)Nc2cc(C)ccn2)cc1,-0.7%,-8.9%,-0.2%,-23.4%,0.0%,0.4%,x,2.8%,1.1%,
COc1ccc(OC)c(C(=O)c2ccccc2)c1,-1.2%,-5.5%,-0.4%,5.7%,-8.2%,-3.4%,i,-11.7%,0.4%,
CC(C)=CCCC(C)CN1CCC(N2CCC(C(=O)N3CCCC3)CC2)CC1 (configuration not stated),-7.4%,-9.3%,-1.7%,12.5%,13.3%,6.9%,i,-38.0%,2.4%,
Cc1cc(C)cc(Oc2ccccc2CO)c1,-7.7%,x,-0.9%,-24.4%,1.6%,-13.7%,i,13.4%[20 µM],1.0%,
O=C(CN1CCN(c2ccccc2)CC1)Nc1c(C(=O)C2CC2)oc2ccccc12,-0.3%,-2.7%,-0.8%,5.2%,15.9%,5.3%,i,-5.2%,1.3%,
CCCNC(=O)c1cn(CC)c2cc(N3CCN(C)CC3)c(F)cc2c1=O,-9.9%,-0.7%,0.2%,-6.0%,20.4%,-6.0%,i,25.1%,0.2%,
COC(=O)c1ccc(CNC(=O)c2c3c(nc4ccccc24)CCN(Cc2ccccc2)C3)cc1,14.7%,3.6%,-0.5%,22.4%,5.0%,0.0%,i,-35.2%,8.6%,
COc1cccc(CN(C)C(=O)CC23CC4CC(CC(C4)C2)C3)c1OC,8.5%,-2.7%,-1.0%,-24.4%,11.2%,-1.4%,x,34.1%,-1.3%,
Cc1sc2ncnc(N3CCCCC3C)c2c1C (configuration not stated),15.9%,-7.0%,-0.9%,34.1%,26.4%,2.4%,i,11.9%,4.5%,
CCOc1ccccc1N(CC(=O)N1CCC(C(N)=O)CC1)S(=O)(=O)c1ccc(SC)cc1,-2.1%,2.6%,-0.1%,-25.2%,-1.5%,-3.7%,x,10.2%,-1.2%,
NC(=O)c1nn(-c2cccc(Cl)c2)c(=O)cc1O,7.0%,-4.8%,0.9%,3.8%,10.4%,0.4%,i,15.3%,6.4%,
CC(=O)CC(c1ccccc1)S(=O)(=O)c1ccc([N+](=O)[O-])cc1 (configuration not stated),3.5%,5.2%,-0.5%,-5.3%,1.5%,4.6%,x,-27.9%,-0.5%,
O=C(NCC1COCCO1)c1cc(COc2c(F)cccc2F)on1 (configuration not stated),11.7%,-3.2%,0.1%,-33.4%,10.2%,4.3%,x,-25.5%,-1.4%,
Cc1ccc(C(=O)N=c2sccn2C)o1,8.4%,-3.2%,0.0%,-25.9%,-1.9%,6.9%,x,-5.6%,-1.2%,
NC(=O)C1CCN(C(=O)COc2cccc3ccccc23)CC1,-6.1%,-4.9%,0.0%,1.6%,-2.1%,2.1%,i,-66.6%,-1.1%,
CS(=O)(=O)c1ccc(C(=O)Nc2ccc(N3CCCCC3)cc2)c(Cl)c1,7.4%,-6.3%,0.5%,-6.7%,8.7%,-1.8%,i,-20.4%,-1.0%,
COc1ccc([N+](=O)[O-])cc1NC(=O)C(C)Sc1nc(C)c(C)c(C)n1 (configuration not stated),-4.3%,0.7%,-1.3%,-25.1%,19.8%,0.4%,i,14.3%,0.3%,
CCOC(=O)CSc1nc2sc3c(c2c(=O)n1C1CCCCC1)CCN(C)C3,15.9%,-25.6%,-0.2%,-4.7%,-4.7%,9.6%,i,-26.3%,6.4%,
Cc1cc(C)cc(C(=O)O/N=C(\N)c2ccc(Br)cc2)c1,-5.9%,2.7%,0.1%,-19.1%,-12.7%,0.1%,i,-34.2%,-1.0%,NS5 inhibitors pilot replicate=3.3
O=C(NCC1CCCO1)C1CCN(S(=O)(=O)c2ccc(Br)cc2)CC1 (configuration not stated),0.0%,-1.9%,-0.1%,-10.6%,-18.1%,-0.8%,x,14.2%,1.4%,
CN(C)c1ccc2c(=O)[nH][nH]c(=O)c2c1,20.9%,-2.7%,1.1%,-12.6%,4.0%,-1.2%,i,-22.9%,0.9%,
Cc1cccc2c(SCC(=O)NCC3CCCO3)nc(-c3ccc(F)cc3)nc12 (configuration not stated),16.1%,-1.4%,0.0%,0.3%,13.5%,-0.9%,i,2.0%,-1.9%,
CCC1CCCCN1CCCNC(=O)Cn1cnc2sc(C)c(S(=O)(=O)N3CC(C)CC(C)C3)c2c1=O (configuration not stated),18.3%,-10.0%,-0.7%,2.3%,24.6%,-0.4%,x,-27.1%,1.7%,
O=C(NCCCN1CCOCC1)c1ccccc1N1C(=O)[C@@H]2Cc3c([nH]c4ccccc34)C(c3ccc(F)cc3)N2C1=O (some centres not stated),-7.4%,5.1%,0.5%,20.7%,23.7%,-1.1%,x,-0.7%[20 µM],2.8%,
CC(=O)c1c(O)cc2n(c1=O)-c1ccc(Cl)cc1C2(C)C,8.9%,-9.0%,-0.2%,-24.5%,-3.5%,-0.6%,i,-12.6%,1.5%,
Cc1ccc(NC(=O)COC(=O)Cc2cccs2)cc1S(=O)(=O)N1CCOCC1,13.9%,-7.7%,0.3%,7.9%,-0.1%,12.9%,x,-13.5%,-0.5%,
O=C1Cc2ccccc2C(c2ccc(Cl)cc2Cl)N1 (configuration not stated),-2.5%,-11.8%,-0.2%,-6.2%,10.7%,1.1%,i,15.3%,0.9%,
CCN(CC)S(=O)(=O)c1ccc(-c2nnco2)cc1,6.1%,-4.8%,0.0%,-28.8%,6.8%,-7.1%,i,-7.8%,-0.7%,

# Bioassay records as filed in PubChem.
